ARNT-TACC3 inh: ARNT/TACC3 interaction disruption. inhibition, % at 9.99 µM. actives 0.66% (n = 390,000). AlphaScreen His-ARNT PAS-B/GST-TACC3 binding, luminescence; TACC3 fragment carries E629A point mutation. Q9Y6A5;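 active means mean inhibition of replicates at least 50% and at least half of replicates each reaching 50%; inconclusive means half or more replicates reach 50% but mean below 50%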;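 further: 0% = complete ARNT plus TACC3 wells and 100% = ARNT alone without TACC3; many hits fall short of the cut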
PAX8 inh HTS: inhibitors of PAX8 transcriptional activity in RMG-I cells | RMG-I TPO-luciferase reporter, SteadyGlo, 24 h | inhibition, % at 12.6 µM | actives 1.2% (n = 360,000) | AID 652154;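 active means mean replicate inhibition at least 60% with every replicate also reaching 60%; inconclusive means only one of the two criteria is met; inactive means mean below 60% and not all replicates reaching 60%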;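 further: luciferase light reporting Pax8 driven TPO promoter activity; plate controls were median of neutral control wells for no effect and mitoxantrone controls for full effect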
PglD inh: blocks C. jejuni PglD acetyltransferase activity; purified PglD enzyme, DTNB colorimetric CoA detection; actives 0.098% (n = 360,000); inhibition, % at 12.5 µM; AID 602405; in the data active means inhibition above about 16%, passing the limit was not always enough; inconclusive means no clear call, values can overlap the other calls; further: strong numbers were not always called active
LGR2 antag: inhibitors of bursicon-induced Drosophila LGR2 receptor cAMP signaling | actives 0.35% (n = 380,000) | HEK293 LGR2, CRE-luciferase, bursicon-stimulated, 4 h | inhibition, % at 9.99 µM;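 active means drop in luminescence signal, shown as inhibition above about 50% in the replicate tests, limit read from the data, passing the limit was not always enough; inconclusive means probably only some replicates passing the limit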;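 further: agonist challenge used bursicon conditioned medium at about half maximal strength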
Cneo AK release: causes C. neoformans cell lysis. actives 0.2% (n = 360,000). adenylate kinase release luminescence, 4 h; normalised: neutral wells 0, clomiphene wells 100. lysis activity, % at 15 µM. AID 651654;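 active means mean lysis activity across replicates of at least 80%, whatever share of replicates individually reach that level; inactive means mean lysis activity below 80%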
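Assay system: Cryptococcus neoformans yeast cells / Dosing: single-point compound dose / Timing: 4 h at 37 °C static, read 1 h later / Measured by: luminescence of released adenylate kinase using an AK detection reagent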
C2C12 statin: suppressors of simvastatin-induced myotoxicity in C2C12 myotubes; rescue of ATP level, % at 7.49 µM; ATP luminescence, 48 h; scaled: DMSO 0, geranylgeraniol control 100; AID 602340; actives 0.78% (n = 330,000);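 active means mean ATP rescue above about 67%, or every replicate alone reaching that limit, limit read from the data, passing the limit was not always enough; inconclusive means no clear call, values can overlap the other calls; inactive means mean under the limit and some replicate under it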;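 further: myotubes were challenged with 10 µM simvastatin during compound exposure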
INS-1E GSIS act: GLuc luminescence reporter in INS-1E cells, primary screen for activators of glucose-dependent secretion of insulin; INS-1E GLuc reporter insulin secretion, 2-3 h; activation, % at 16.6 µM; actives 0.61% (n = 370,000);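 active means lowest replicate activation of at least 40%, so every replicate reaches that level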;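 further: 0% = median of neutral control wells and 100% = median of IBMX positive control wells; some compounds called inactive have numbers as strong as hits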
PGC1a acetyl inh: lowers PGC1a acetylation signal in U2OS cells. actives 0.17% (n = 350,000). AlphaScreen anti-acetyl-lysine; with virally co-expressed GCN5 acetyltransferase. inhibition, % at 15.6 µM;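 active means every replicate shows inhibition of at least 40%; inconclusive means mean inhibition at least 40% but some replicate below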;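 further: 0% = neutral control wells and 100% = positive control wells; some results beyond the cut were filed as inactive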
An asterisk follows results filed as active; ? = inconclusive; / = not tested or not shown; & = joins results of further samples.

structure	ARNT-TACC3 inh	PAX8 inh HTS	PglD inh	LGR2 antag	Cneo AK release	C2C12 statin	INS-1E GSIS act	PGC1a acetyl inh
O=c1[nH]c([N+](=O)[O-])nn1C(c1ccccc1)c1ccccc1	5	-13	3	-8	3	24	2	/
CCCC(=O)Nc1ccc(NC(=O)c2ccccc2)nc1	/	-54	1	-1	-18	-28	-14	1
CCN(c1ccc(NC(=O)COC(=O)c2ccc3ccccc3n2)cc1)C(C)C	3	/	2	/	-1	-10	/	0
Cc1ccc(S(=O)(=O)N(C)C[C@H]2OCCCC[C@H](C)Oc3ccc(NC(=O)CCC(F)(F)F)cc3C(=O)N([C@@H](C)CO)C[C@H]2C)cc1	-6	-13	-6	20	0	/	-21	-6
CC(CC(=O)NCc1ccccc1)C1CCCO1 (stereo unspecified)	-2	/	5	10	-1	-10	-2	0
O=C(COC(=O)CSc1nnc(-c2ccc(Cl)cc2)o1)Nc1cc(Cl)cc(Cl)c1	2	-12	/	-11	/	/	1	/
CC(C)Cn1c(SCC(=O)NC2CC2)nc2ccc(Cl)cc2c1=O	/	17	-4	10	-1	?	-2	13
CC1(C2(O)CCCCC2)NCCc2ccccc21 (stereo unspecified)	-1	4	1	6	1	7	8	/
O=C(CSc1ccc2c(c1)OCCO2)Nc1ncccc1O	29	6	2	-25	-1	5	16	4
CCCc1cc(=O)[nH]c2nnc(SCC(=O)Nc3cccc(NC(C)=O)c3)n12	22	1	2	-3	1	-6	6	/
S=C(NCc1cccs1)Nc1ccccc1Cl	-11	-10	3	-15	3	/	-4	/
CCCn1c(=O)c(C(=O)NNS(=O)(=O)c2ccc(Cl)cc2)c(O)c2ccccc21	1	-13	-6	-2	-3	/	-15	/
CC(C)(O)C#Cc1ccc([C@@H]2[C@@H](CO)N3CCCCN(C(=O)c4ccncc4)C[C@@H]23)cc1	-5	-8	-1	17	-3	1	13	5
CSc1nc(-c2ccco2)cc(C(F)(F)F)c1C#N	-12	0	-2	/	6	1	/	-2
O=C(CSc1ncccc1C(=O)O)NC1CCCCCCC1	16	3	2	3	-1	/	9	-9
N#Cc1c(N2CCCC2)nsc1-c1ccccc1	0	/	6	-44	-1	-4	6	1
CNC[C@@H]1OCCCC[C@@H](C)Oc2ccc(NC(=O)Nc3ccc(F)cc3)cc2C(=O)N([C@H](C)CO)C[C@H]1C	/	25	/	-10	/	-30	-2	-3
CN1C(=O)[C@@H]2[C@@H](CC(COc3ccccc3)=C3[C@@H](c4ccccc4)OB(O)C[C@@H]32)C1=O	-11	-10	5	/	-4	/	/	5
Nc1nc(OCC2CCCCC2)c2[nH]cnc2n1	-2	1	3	-3	1	-4	/	-23
O=C(NC1CCC1)[C@@H]1[C@@H](CO)[C@@H]2Cn3c(ccc(-c4ccccc4F)c3=O)[C@H]1N2C(=O)CC1CC1	-13	/	3	4	1	-25	-7	/
CCCCn1c(CCNC(=O)CCC)nc2ccccc21	-8	-19	1	/	0	-5	/	/
CCCC(=O)Nc1ccc2c(c1)C(=O)N(C)[C@@H]1CC[C@H](CC(=O)NCCc3ccncc3)O[C@@H]1CO2	-6	-14	-2	3	1	-9	2	0
C[C@H]1CN([C@@H](C)CO)C(=O)c2cccc(NC(=O)C3CC3)c2O[C@H]1CN(C)C(=O)Nc1ccc(C(F)(F)F)cc1	5	/	1	-5	43	-61	-5	3
CCN(CC)P(=O)(Nc1ccc(SC(F)F)cc1)c1ccc(N(C)C)cc1NC(=O)c1ccco1 (stereo unspecified)	-6	-11	/	7	/	/	-10	/
Cc1ccc(C(=O)Nc2nc(=O)n(C(=O)CC(C)C)s2)cc1	7	/	/	-5	/	/	-6	?
CN(C)C(=O)[C@H]1[C@H](CO)[C@H]2Cn3c(ccc(C4=CCCC4)c3=O)[C@@H]1N2CC1CC1	-8	/	1	-21	0	16	4	/
O=C(C[C@H]1CC[C@@H]2[C@H](COC[C@@H](O)CN2Cc2cccc(F)c2)O1)NCc1ccncc1	-2	-6	6	-11	5	10	15	3
COc1ccc(-n2ncc3c(=O)n(CC(=O)N(C(C)C)C(C)C)cnc32)cc1	0	4	-8	27	0	-3	8	/
CC(=O)c1ccc(OC(C)C(=O)NCC2(N3CCOCC3)CCCCC2)cc1 (stereo unspecified)	/	-2	-3	/	-6	2	/	7
CCOc1cc(/C=N/O)cc(Br)c1OC	-8	/	-3	-3	0	1	16	2
COc1ccc(C(=O)NCC(=O)Nc2ccc(F)cc2)cc1OC	-4	/	4	2	0	4	11	8
CCCOc1ccc2c(=O)c(-c3cc(C(=O)OC)oc3C)c(C)oc2c1	4	/	6	5	-4	0	-14	-19
O=C(Nc1ccc(N2CCOCC2)cc1)c1cccc(S(=O)(=O)N2CCCCC2)c1	-7	/	-4	16	2	-8	-2	-6
Cc1ccc(C(=O)OCC(=O)Nc2ccc3c(c2)OCCO3)cc1C	17	-7	-3	13	1	9	6	-4
Fc1ccccc1NC(=S)NCCc1cccc(Cl)c1	-6	-172	3	-60	97*	-52	-28	8
COCC(=O)N1[C@H](C#N)[C@H](c2ccccc2)[C@@H]1CO	/	6	1	0	14	8	-3	5
Cc1cc([N+](=O)[O-])nn1Cc1ccccc1F	-14	-5	1	/	-2	/	/	/
C[C@@H]1CN([C@@H](C)CO)C(=O)c2cc(Br)cnc2O[C@H]1CN(C)C(=O)C1CCCCC1	-5&3	0&1	-3&2&0	5&3	-2&3&1	-1&-3&1	3&2	-1&-1&-11
C[C@H](CO)N1C[C@H](C)[C@@H](CN(C)S(=O)(=O)c2ccccc2)Oc2ncc(-c3ccncc3)cc2C1=O	-4	1	0	5	3	5	-1	1
CC(NC(=S)NC1CCCCC1)C(c1cccs1)N1CCOCC1 (stereo unspecified)	-1	1	4	28	12	-4	30	-7

A second format for part of the listing above:
> CCCOc1ccc2c(=O)c(-c3cc(C(=O)OC)oc3C)c(C)oc2c1
  ARNT-TACC3 inh: 4	PAX8 inh HTS: /	PglD inh: 6	LGR2 antag: 5	Cneo AK release: -4	C2C12 statin: 0	INS-1E GSIS act: -14	PGC1a acetyl inh: -19
> O=C(Nc1ccc(N2CCOCC2)cc1)c1cccc(S(=O)(=O)N2CCCCC2)c1
  ARNT-TACC3 inh: -7	PAX8 inh HTS: /	PglD inh: -4	LGR2 antag: 16	Cneo AK release: 2	C2C12 statin: -8	INS-1E GSIS act: -2	PGC1a acetyl inh: -6

Continued.
structure	ARNT-TACC3 inh	PAX8 inh HTS	PglD inh	LGR2 antag	Cneo AK release	C2C12 statin	INS-1E GSIS act	PGC1a acetyl inh
O=C(Nc1ccc(S(=O)(=O)N2CCCCC2)cc1)C1CCCO1 (stereo unspecified)	-4	-6	8	1	1	-6	-11	-13
CCNC(=O)C(=O)Nc1cc2c3c(c1)CCN3C(=O)CC2	3	9	-1	1	3	4	-3	2
C[C@@H]1CN([C@H](C)CO)C(=O)c2cc(-c3ccccc3F)cnc2O[C@H]1CN(C)Cc1ccccc1F	-4	4	-1	12	-1	-4	-5	-12
CCCCn1c(CCC(=O)O)nc2cc(S(=O)(=O)N3CCCC3)ccc21	-1	9	0	-3	1	1	5	-25
O=C(c1ccccn1)N1CCCC(N2CCN(c3ccccc3)CC2)C1 (stereo unspecified)	3	-1	-5	26	-3	5	2	-4
CCN(C(=O)COC(=O)c1ccc(=O)n(Cc2ccccc2)n1)C1CCCCC1	-6	21	7	7	0	-4	15	13
NCCCC[C@@H](C(=O)N1CCNCC1)n1cc(CCC(=O)O)nn1	-6	-6	-4	-6	-3	9	8	1
CCO[C@@H]1OC(C(=O)Nc2ccccc2)=C[C@H](C2CC2)[C@H]1CCCO	-7&-1	-5&-2	4&-1	1	3&2	3	-29	-1&5
CCCCC(NC(=O)c1ccc(Cl)cc1)C(=O)O (stereo unspecified)	-3	/	-1	/	-1	-3	3	-28
O=C(COC(=O)c1n[nH]c2ccccc12)Nc1ccccc1Br	0	9	-3	-54	-4	7	/	-1
O=C(C[C@@H]1CC[C@H](NC(=O)Nc2cc(F)ccc2F)[C@@H](CO)O1)Nc1ccccc1	-6	/	0	23	0	8	-22	-6
CC(=O)Nc1ccc(/C=N/NC(=O)c2cc3cc(C)ccc3nc2C)cc1	-9	/	6	/	1	8	/	-3
O=C1O[C@@H](c2ccc(O)cc2)Cc2cccc(O)c21	-2	7	-3	14	1	-8	12	-3
CC(C)=CC(=O)Nc1nnc(-c2ccccc2)s1	-4	/	-2	-54	3	14	1	18
COC(=O)c1[nH]c2ccc(Br)cc2c1NC(=O)CN1CCCCC1CCO (stereo unspecified)	0	/	6	/	1	29	/	0
CCCNC(=O)[C@@H]1[C@@H](CO)[C@@H]2Cn3c(ccc(-c4ccc(F)cc4)c3=O)[C@@H]2N1CCC	2	/	3	3	63	2	-5	/
O=C(CSC(=S)N1CCCCC1)N1N=CCC1c1ccccc1 (stereo unspecified)	-11	-72	-4	/	-4	-6	/	4
CCN(C(=O)COC(=O)/C(C#N)=C/c1cc(C)n(CCOC)c1C)c1c(N)n(Cc2ccccc2)c(=O)[nH]c1=O	/	-9	1	-16	2	2	-3	/
Cc1cc(-c2nnc(CCC(=O)N(C)Cc3ccsc3)o2)no1	1	-5	/	4	/	/	-2	/
COc1cccc(NC(=O)CS(=O)(=O)c2cccc3nsnc23)c1	-7	4	/	1	-1	2	-3	-4
CNC[C@@H]1Oc2ccc(NC(=O)c3ccncc3)cc2C(=O)N([C@@H](C)CO)C[C@@H]1C	-7	-9	0	-18	-3	-20	17	8
CC(=O)c1cc(C)ccc1OC(=O)c1cccnc1	2	/	/	/	-1	-5	/	4
c1ccc(C[C@H]2CNCCN2CC2CCCCC2)cc1	-3	8	-1	-9	1	-1	-20	10
O=C(Nc1ccccc1)N[C@@H]1CC[C@H](CCNS(=O)(=O)c2ccccc2F)O[C@H]1CO	1	-12	-1	-7	-2	-5	3	8
Cn1cnnc1SCc1ccc(C(=O)NN)cc1	-3	9	1	2	0	-11	21	6
CC(C)C(NC(=O)OCc1ccccc1)C(=O)OCC(=O)N1CCCCC1 (stereo unspecified)	-10	/	0	/	-3	-10	/	-2
O=C(Nn1cnnc1)c1ccccc1CCc1ccccc1	14	/	3	/	-1	-1	/	3
COc1ccc(C(CNC(=O)c2ccco2)N2CCOCC2)cc1 (stereo unspecified)	2	-10	1	9	-1	3	5	/
Cc1ccc(S(=O)(=O)N2CCCC2=O)c(C)c1N(C)S(C)(=O)=O	-5	1	2	-2	0	-2	25	7
COC(C(=O)Nc1ccnn1C1CCN(Cc2cnn(C(C)C)c2)CC1)c1ccccc1 (stereo unspecified)	20	-18	-3	-4	2	4	6	6
Cc1nc(C)c(-c2csc(NCCc3ccccc3)n2)s1	/	-33	5	-1	5	/	-8	-14
Cc1cc(C(=O)N2CCN(c3cccc(Cl)c3)CC2)c(C)o1	-4	38	-4	/	-4	-40	/	-45
C[C@H]1CN([C@@H](C)CO)C(=O)c2cc(NS(C)(=O)=O)ccc2O[C@H]1CN(C)C(=O)Nc1ccccc1	/	-1	-1	4	0	32	10	8
COC(=O)c1c(NC(=O)CCNCc2ccco2)sc2c1CCC2	2	23	1	-5	-3	3	14	-6
CCC(=O)N1C[C@H](C)[C@@H](OC)CN(C)C(=O)c2ccc(NC(=O)CC(F)(F)F)cc2OC[C@@H]1C	/	-20	/	8	/	/	11	1
Cc1ccccc1Nc1nc(N)nc(CSc2nnc(C)n2C)n1	1	4	/	-30	/	/	13	/
